Compound activity from PubChem.
CHX counter: Cycloheximide Counterscreen for Small Molecule Inhibitors of Shiga Toxin; cell reporter, cycloheximide protein synthesis inhibition counterscreen; max response, %; hit rate 12% among 300,000; AID 2314, 2010; in the data active = max response mostly above about 13%, no sharp cut-off; inactive = mostly below about 14%; also: read at 38.3 µM for the half of the compounds with a filed dose; 0% is about no effect
Giardia FBPA inh: qHTS Assay for Inhibitors of Fructose-1,6-bisphosphate Aldolase from Giardia Lamblia; A8B2U2; purified Giardia FBPA; Potency, µM (titrated, usually from 59.6 µM), inactives show top-dose activity, negative = inhibition, most hits filed as inhibitors; hit rate 0.71% among 290,000; AID 2451, 2010; also: potency is read from the fitted curve at half-maximal effect; % is scaled to controls: 0 for no effect and ±100 for the full control effect; nearly all actives have a fitted effect of over 55% in size
Target sequence (A8B2U2 whole entry, looked up): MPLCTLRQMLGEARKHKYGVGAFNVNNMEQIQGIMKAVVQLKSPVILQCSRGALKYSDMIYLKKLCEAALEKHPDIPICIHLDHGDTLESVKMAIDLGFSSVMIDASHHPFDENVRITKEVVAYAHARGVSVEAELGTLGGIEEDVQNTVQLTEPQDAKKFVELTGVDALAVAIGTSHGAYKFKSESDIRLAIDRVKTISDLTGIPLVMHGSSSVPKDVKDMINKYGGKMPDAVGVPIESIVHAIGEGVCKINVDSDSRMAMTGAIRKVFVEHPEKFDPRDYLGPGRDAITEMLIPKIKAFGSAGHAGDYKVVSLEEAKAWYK
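40 nM FBPA preincubated 10 min at RT with compound (up to 57.5 uM final), then substrate plus GAPDH/TPI/NAD/arsenate coupling and diaphorase/resazurin added. Fluorescence read after 20 min at RT, 525/598 nm.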
Pf growth 96h: Primary qHTS for delayed death inhibitors of the malarial parasite plastid, 96 hour incubation; P. falciparum luciferase reporter growth, 96 h; Potency, µM (series often up to 28.7 µM), for inactives: at the highest dose activity change, negative = inhibition, usual class: inhibitors; hit rate 6.9% among 320,000; also: potency is read from the fitted curve at half-maximal effect; % is scaled to controls: 0 for no effect and ±100 for the full control effect
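Erythrocytes infected with luciferase-expressing P. falciparum were dispensed at 2% hematocrit and 0.05% parasitemia (final), then incubated with compounds 96 hours at 37 C in 5% CO2. Luminescence after detection reagent addition reported growth.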
Pf growth 48h: Primary qHTS for delayed death inhibitors of the malarial parasite plastid, 48 hour incubation; Potency, µM (highest dose often 28.7 µM), for inactives: top-dose activity change, negative = inhibition, usual class: inhibitors; hit rate 5.9% among 310,000; P. falciparum luciferase growth in erythrocytes, 48 h; also: potency is read from the fitted curve at half-maximal effect; % is scaled to controls: 0 for no effect and ±100 for the full control effect
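Here the parasites carry a stable luciferase gene and grow inside erythrocytes in Albumax-based RPMI medium with compound for one erythrocytic cycle. Activity is scored as loss of luminescent signal.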
HCV inh: qHTS Assay for Inhibitors of Hepatitis C Virus (HCV); Huh7.5.1 HCVcc-Cre infection, luciferase reporter, 44 h; Potency, µM (top dose mostly 41.8 µM), inactives show top-dose activity change, negative = inhibition, usual class: inhibitors; hit rate 3.4% among 340,000; AID 651820, 2012; also: potency is read from the fitted curve at half-maximal effect; % is scaled to controls: 0 for no effect and ±100 for the full control effect
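HCVcc-Cre virus at an moi near 0.5 was added right after compound to cells cultured 4 h from seeding (1,000 cells/well). Luciferase activity was determined 44 h later, 15 min after substrate addition at RT.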
Shiga inhibitor: A qHTS for Small Molecule Inhibitors of Shiga Toxin | Vero cells, Shiga toxin protein synthesis inhibition reporter | inhibition, % at 38.7 µM | hit rate 9.2% among 290,000 | AID 2315, 2010; in the data active = inhibition mostly above about 28%, no sharp cut-off; inactive = mostly below about 43%; also: 0% is about no effect
Numbers without * were called inactive; i = inactive; u = inconclusive; x = not tested or not shown; [ ] = another dose, or the depositor's remark. Unless noted, calls follow the shape of the dose curve; as a rule, active = well fitted curve in the direction sought with a large enough effect; inconclusive = small, poorly fitted or top-dose-only effect, or another doubt; inactive = no such curve, though single readings can be large; an effect the other way counts as inactive or inconclusive.

Keys – A = CHX counter; B = Giardia FBPA inh; C = Pf growth 96h; D = Pf growth 48h; E = HCV inh; F = Shiga inhibitor
O=C(CN1C2=NCCN2c2ccccc21)c1ccc(Br)cc1
  A: -2 | B: -15% | C: 34%[activator] | D: x | E: -21% | F: -5
Cc1cccc(NC(=O)CSc2nnc(CNC(=O)c3ccco3)o2)c1
  A: -1 | B: x | C: 10µM* | D: 21% | E: 4% | F: -2
CON(C)c1nc(OCC#N)nc(N(C)C)n1
  A: -3 | B: 10% | C: 30%[activator] | D: 5% | E: -6% | F: 2
CNC(=O)c1cnn(-c2nc(-c3ccc(OC)cc3)cs2)c1C(F)(F)F
  A: 7 | B: 2% | C: 9% | D: -20%[0.00184 µM] | E: u | F: -6
COc1ccc(NC(C)=O)cc1NC(C)C(=O)Nc1ccc(F)c(F)c1F (stereo unspecified)
  A: -5 | B: -2% | C: 39%[activator] | D: x | E: -14% | F: -24
COc1ccccc1CCNC(=O)C(=O)Nc1cc2c3c(c1)C(C)C(=O)N3CCC2 (stereo unspecified)
  A: x | B: x | C: u | D: 13µM* | E: -28% | F: x
CCOc1ccccc1N(CC(=O)N1CCC(C(N)=O)CC1)S(=O)(=O)c1ccc(SC)cc1
  A: 0 | B: x | C: -14% | D: -7% | E: 3% | F: -5
CC(C)CC(=O)N1CCN(C(=O)c2ccco2)CC1
  A: -1 | B: -2% | C: 4% | D: 11% | E: -7% | F: 7
COc1ccc(NC(=O)C(C)NS(=O)(=O)c2ccccc2)cc1Cl (stereo unspecified)
  A: 1 | B: -3% | C: x | D: -5% | E: -3% | F: -5
Cc1ccn(CC(=O)N2CCCC(C(=O)c3cccc4ccccc34)C2)n1 (stereo unspecified)
  A: 2 | B: -1% | C: u | D: -2% | E: 0% | F: 1
Cc1ccc(S(=O)(=O)N2CCN(C(=O)c3cc4c(s3)CCC(C)C4)CC2)cc1 (stereo unspecified)
  A: x | B: x | C: 16% | D: 12% | E: -3% | F: x
O=C(CSc1nnc(-c2ccccc2)c(-c2ccccc2)n1)NC1CCS(=O)(=O)C1 (stereo unspecified)
  A: -3 | B: 2% | C: -10% | D: 60%[activator] | E: -8% | F: 7
COc1ccc(OCc2cc(C(=O)NCCCc3ccccc3)no2)c(Cl)c1
  A: 2 | B: x | C: 9.3µM* | D: u | E: -16% | F: 7
CC(Sc1nnc(N)s1)C(=O)Nc1ccc2c(c1)OCO2 (stereo unspecified)
  A: x | B: x | C: 22% | D: u | E: 7% | F: x
COC(=O)CN1C(=O)N/C(=C/c2ccc(OC)cc2)C1=O
  A: 12 | B: 5% | C: -22% | D: 31%[activator] | E: 20% | F: 30
COc1ccc(/C=C(\NC(=O)c2ccccc2)C(=O)N2CCN(C)CC2)cc1
  A: -3 | B: -2% | C: 37%[activator] | D: 12% | E: 11% | F: -4
O=C(c1ccc2ccccc2c1)N1CCN(c2ccc(C(F)(F)F)cn2)CC1
  A: 1 | B: 0% | C: -24% | D: x | E: 15% | F: -11
O=c1c2cc(-c3ccccc3)sc2nc2n1N=C(c1cccs1)CS2
  A: 57* | B: 1% | C: 369%[activator] | D: 212%[activator] | E: u | F: 100*
COc1ccc2oc(C(=O)c3ccccc3)c(NC(=O)CN3CCN(C)CC3)c2c1
  A: 3 | B: 9% | C: -13% | D: u | E: 1% | F: -9
Cc1cc(NC(=O)CSc2nnc(-c3ccoc3C)n2N)no1
  A: -5 | B: -1% | C: u | D: 2% | E: 15% | F: -4
CN1CCN(S(=O)(=O)c2csc(C(N)=O)c2)CC1
  A: -2 | B: x | C: 5% | D: 8% | E: 10% | F: -4
CSc1ccccc1NC(=O)c1cccs1
  A: 2 | B: -1% | C: 3% | D: 42%[activator] | E: -16% | F: 20
COc1ccccc1CCC(=O)NNC(=O)c1ccccc1
  A: 0 | B: 4% | C: 23% | D: 5% | E: -2% | F: -1
O=C(Nc1ccc(S(=O)(=O)N2C[C@@H]3C[C@@H](C2)c2cccc(=O)n2C3)cc1)c1ccc(F)cc1
  A: x | B: x | C: u | D: 3% | E: u | F: x
COc1ccc(-c2csc(NC(=O)C3COc4ccccc4O3)n2)cc1OC (stereo unspecified)
  A: -1 | B: -11% | C: u | D: -29% | E: 11µM* | F: -4
COc1cccc(N2CCN(CC(=O)Nc3ccccc3C(=O)NCCc3ccccc3)CC2)c1
  A: x | B: x | C: u | D: u | E: u | F: x
CC1CC1C(=O)OCC(=O)NNC(=O)COc1ccc(Br)cc1 (stereo unspecified)
  A: x | B: x | C: 24% | D: 23% | E: -18% | F: x
Cc1ccc(C(C(=O)NCc2ccccc2)N(C(=O)c2csnn2)c2cccc3ccccc23)o1 (stereo unspecified)
  A: -1 | B: -10% | C: 1% | D: u | E: -19% | F: 17
COc1ccc(C(C)=O)cc1CSc1nc2ccccc2c(=O)n1-c1ccccc1
  A: -4 | B: -3% | C: u | D: -29% | E: -11% | F: 8
O=C(C1CCN(S(=O)(=O)c2ccccc2)CC1)N1CCCCCC1
  A: -1 | B: x | C: u | D: 4% | E: x | F: -4
Cc1c(C(=O)NCCSCc2ccco2)cccc1[N+](=O)[O-]
  A: 1 | B: -1% | C: 83%[activator] | D: 12% | E: -4% | F: -9
C/C(=N\OCC(=O)Nc1c(C)cc(C)cc1C)c1ccc2c(c1)OCCO2
  A: -3 | B: -1% | C: -11% | D: -6% | E: 4% | F: 3
CN(CC(=O)NC(c1ccccc1)c1ccccc1)Cc1nc2ccccc2c(=O)[nH]1
  A: -3 | B: 5% | C: u | D: x | E: -4% | F: -15
Oc1c(Br)cc(C=Nc2ccc3nc(-c4ccccc4)[nH]c3c2)c(O)c1Br
  A: 52* | B: u | C: 17% | D: u | E: -17% | F: 75*
CCn1c(=S)sc2c(=O)n(CC(=O)Nc3cccc(OC)c3)c(C)nc21
  A: -2 | B: -19% | C: 30% | D: 34%[activator] | E: 12% | F: -12
CCOC(=O)C1C(=O)CC(C)(O)C(C(=O)OCC)C1c1ccccc1OC (stereo unspecified)
  A: 2 | B: 2% | C: x | D: -13% | E: 0% | F: -10
O=C1OC(N2C(=O)CC[C@H]2C(=O)Nc2ccc(Br)cc2F)c2ccccc21 (stereo partly specified)
  A: -2 | B: 11% | C: 3% | D: -4% | E: 4% | F: 8
CC(NC(=O)COC(=O)/C=C/c1cccc(C(F)(F)F)c1)c1ccccc1 (stereo unspecified)
  A: -5 | B: 3% | C: -24% | D: -22% | E: 0% | F: -3
CC(C)c1ccc(/C=C2\C(=N)N3N=C(CC(=O)N4CCCCC4)SC3=NC2=O)cc1
  A: -3 | B: x | C: -16% | D: 7% | E: 20% | F: 34
COc1ccc(Br)cc1CN(C)C(=O)c1ccncc1
  A: 9 | B: x | C: 3% | D: -2% | E: 2% | F: 3
CCc1cc2c(=O)oc(-c3ccccc3F)nc2s1
  A: 14* | B: -4% | C: -5% | D: 3% | E: 9% | F: x
COc1ccc(C2c3[nH]c4ccccc4c3CCN2C(=O)c2cn3ccccc3n2)c(F)c1 (stereo unspecified)
  A: 30* | B: -7% | C: u | D: 15µM* | E: -17% | F: 53*
CCOC(=O)CN(C(=O)COc1nc(-c2ccccc2)cc(C)c1C#N)c1ccc(F)cc1
  A: 1 | B: -2% | C: u | D: 5% | E: -11% | F: -2
O=C(O)C1CCN(C(=O)COc2ccc3c4c(c(=O)oc3c2)CCCC4)CC1
  A: 1 | B: -11% | C: 18% | D: 10% | E: 16% | F: 5
NNC(=S)NCc1ccc2c(c1)OCO2
  A: 3 | B: 0% | C: 7% | D: -4% | E: 31%[activator] | F: -8
COc1cccc(CN2CCN(Cc3cccc4nonc34)CC2CCO)c1 (stereo unspecified)
  A: -2 | B: 1% | C: u | D: 3% | E: 4% | F: 21
COC(=O)c1cc(C(=O)Nc2nc3ccccc3[nH]2)cc([N+](=O)[O-])c1
  A: 16 | B: u | C: u | D: u | E: -14% | F: 49*
CN1CCN(C(=O)c2ccc3nc(-c4ccccc4)c(-c4ccccc4)nc3c2)CC1
  A: -1 | B: -15% | C: 5% | D: 38%[5.75 µM] | E: u | F: -16
COc1ccc(S(=O)(=O)Nc2cc3[nH]c(=O)oc3cc2C)cc1
  A: 1 | B: -16% | C: 8.3µM* | D: 17% | E: -21% | F: -8
CC1(C)CC(=O)C=C(c2cccc(O)c2)C1=O
  A: x | B: x | C: u | D: 13% | E: 9% | F: x

Next section
Keys – A = CHX counter; B = Giardia FBPA inh; C = Pf growth 96h; D = Pf growth 48h; E = HCV inh; F = Shiga inhibitor
Cc1cc(=O)oc2cc(NC(=O)C3CCCC3)ccc12
  A: -1 | B: 1% | C: 36%[activator] | D: 18% | E: u | F: 32
CCCOc1ccc([N+](=O)[O-])cc1C1NC(=S)NC(c2ccccc2)=C1C(=O)OCC (stereo unspecified)
  A: -2 | B: -2% | C: u | D: u | E: u | F: -5
CCNC(=S)N1CCn2cccc2C1c1cccnc1 (stereo unspecified)
  A: 3 | B: -1% | C: u | D: -14% | E: 2% | F: -8
COC(=O)NC(=C(Cl)Cl)P(=O)(c1ccccc1)c1ccccc1
  A: -3 | B: -3% | C: 2% | D: 7% | E: 17% | F: 8
COc1ccc(C(O)c2nc3ccccc3n2C(C)C)cc1 (stereo unspecified)
  A: -4 | B: 11% | C: -18% | D: u | E: u | F: 12
CCNC(=S)/C(=C(/[O-])c1ccc([N+](=O)[O-])cc1)[n+]1ccccc1
  A: 2 | B: -10% | C: 2% | D: 11% | E: 4% | F: -14
Cc1ccc(N=Cc2c(O)[nH]c3ccccc23)c([N+](=O)[O-])c1
  A: 22* | B: 5% | C: 0% | D: i | E: 1% | F: 64*
CC(C)c1ccc(NC(=O)C(c2ccc3c(c2)OCO3)N2CCN(C(=O)c3ccco3)CC2)cc1 (stereo unspecified)
  A: 14 | B: -5% | C: 23% | D: u | E: u | F: 7
Cc1ccc(S(=O)(=O)CC(=O)Nc2ccc3nc(C)sc3c2)cc1
  A: -2 | B: 4% | C: 22% | D: 22% | E: -3% | F: -11
O=C1c2ccccc2C(=O)N1CCN1CCc2ccccc21
  A: 37* | B: -2% | C: 96%[activator] | D: 32%[activator] | E: 0% | F: 94*
Fc1ccc(CNC(=S)NC2CCCCCC2)cc1
  A: 1 | B: 0% | C: 0% | D: u | E: u | F: -16
c1ccc(CSc2nnc(-c3cccnc3)o2)cc1
  A: 31* | B: -1% | C: -21% | D: 184%[activator] | E: 14% | F: 74*

An excerpt of these results, with values under each structure.
Each structure is followed by: CHX counter | Giardia FBPA inh | Pf growth 96h | Pf growth 48h | HCV inh | Shiga inhibitor
- Cc1cc(=O)oc2cc(NC(=O)C3CCCC3)ccc12
→ -1 | 1% | 36%[activator] | 18% | u | 32
- CCCOc1ccc([N+](=O)[O-])cc1C1NC(=S)NC(c2ccccc2)=C1C(=O)OCC (stereo unspecified)
→ -2 | -2% | u | u | u | -5
- CCNC(=S)N1CCn2cccc2C1c1cccnc1 (stereo unspecified)
→ 3 | -1% | u | -14% | 2% | -8
- COC(=O)NC(=C(Cl)Cl)P(=O)(c1ccccc1)c1ccccc1
→ -3 | -3% | 2% | 7% | 17% | 8
- COc1ccc(C(O)c2nc3ccccc3n2C(C)C)cc1 (stereo unspecified)
→ -4 | 11% | -18% | u | u | 12
- CCNC(=S)/C(=C(/[O-])c1ccc([N+](=O)[O-])cc1)[n+]1ccccc1
→ 2 | -10% | 2% | 11% | 4% | -14
